Source: PubChem BioAssay
GLS inhibitor: blocks human kidney-isoform glutaminase activity; Potency, µM (highest dose often 45.5 µM), without a hit: at the highest dose activity change, negative = inhibition, most hits filed as inhibitors; 410,000 tested, 0.21% active; GLS enzymatic activity, qHTS titration; AID 624170; O94925; active = well fitted inhibition curve with a large enough effect; inconclusive = small, poorly fitted or top-dose-only effect, or another doubt; inactive = no such curve, though single readings can be large or run the other way
Target sequence (O94925 whole entry, looked up, canonical isoform): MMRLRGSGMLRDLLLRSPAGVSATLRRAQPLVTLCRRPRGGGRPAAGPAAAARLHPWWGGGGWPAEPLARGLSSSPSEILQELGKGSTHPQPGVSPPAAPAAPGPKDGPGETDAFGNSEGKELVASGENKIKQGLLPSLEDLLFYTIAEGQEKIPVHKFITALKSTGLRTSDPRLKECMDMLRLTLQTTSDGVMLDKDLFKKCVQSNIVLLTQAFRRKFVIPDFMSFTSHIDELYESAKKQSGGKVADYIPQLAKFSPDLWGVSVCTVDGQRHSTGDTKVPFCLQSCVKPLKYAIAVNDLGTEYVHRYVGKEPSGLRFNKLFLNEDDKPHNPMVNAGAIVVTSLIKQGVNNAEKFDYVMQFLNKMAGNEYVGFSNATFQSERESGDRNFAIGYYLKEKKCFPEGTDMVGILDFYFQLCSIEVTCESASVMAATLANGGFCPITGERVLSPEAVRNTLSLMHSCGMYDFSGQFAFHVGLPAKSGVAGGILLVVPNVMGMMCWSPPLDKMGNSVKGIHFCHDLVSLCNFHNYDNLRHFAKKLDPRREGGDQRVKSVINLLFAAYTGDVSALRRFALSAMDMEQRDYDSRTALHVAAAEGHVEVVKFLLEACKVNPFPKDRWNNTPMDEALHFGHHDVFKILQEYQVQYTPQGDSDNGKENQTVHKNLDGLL
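Compounds were pin-transferred onto hKGA, after which L-glutamine (1 mM solution) and a detection mix of glutamate oxidase, HRP and Amplex Red were added. Initial and 30 min RT fluorescence reads were collected.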
* hit, by the source's call; ? = inconclusive; & = joins results of further samples; [ ] = dose if it differs, or a comment. % is scaled to controls: 0 for no effect and ±100 for the full control effect; potency is read from the fitted curve at half-maximal effect. Not all compounds are listed (hit frequency here may not be typical).

GLS inhibitor | structure
3% | C[C@H](N)C(=O)N[C@@H](C)P(=O)(O)O
-3% | NNc1nnc(Cc2ccncc2)c2ccccc12
27% | COc1ccc(CN(CCN(C)C)c2ncccn2)cc1
15% | O=C(CSCC(=O)c1ccc([N+](=O)[O-])cc1)c1ccc([N+](=O)[O-])cc1
-4%[20 µM] | NC[C@@H]1O[C@@H](O[C@H]2[C@H](O)[C@H](O[C@@H]3O[C@H](CO)[C@@H](O)[C@H](N)[C@@H]3O)[C@@H](N)C[C@H]2N)[C@H](N)C[C@@H]1O
-7% | CCN(CC)c1ccc(N=Nc2ccc(S(=O)(=O)N(C)C)cc2)c(S(=O)(=O)NCC[n+]2ccccc2)c1
24% | Oc1c(Cl)cc(Cl)cc1Sc1cc(Cl)cc(Cl)c1O
13µM* | CSC1=NC=C(C#N)C2=NC(c3ccc(Cl)cc3)NN12 (stereo not given)
3% | O=C1C(=O)C(Cl)=C(Cl)C(Cl)=C1Cl
-6% | COc1cccc(OC)c1C(=O)NC1C(=O)N2C1SC(C)(C)C2C(=O)O (stereo not given)
-2% | C=CC(=O)O
21% | CC(C)(C)NC[C@H](O)c1cc(O)cc(O)c1
9% | C=CC[C@@H]1/C=C(\C)C[C@H](C)C[C@H](OC)[C@H]2O[C@@](O)(C(=O)C(=O)N3CCCC[C@H]3C(=O)O[C@H](/C(C)=C/[C@@H]3CC[C@@H](O)[C@H](OC)C3)[C@H](C)[C@@H](O)CC1=O)[C@H](C)C[C@@H]2OC
-2% | COCC1=C(C(=O)OC(C)OC(=O)OC(C)C)N2C(=O)C(NC(=O)/C(=N/OC)c3csc(N)n3)[C@H]2SC1 (stereo not given in full)
-1% | O=P(O)(O)OC[C@H](O)CO
-13% | CCCCCCCCCCCCCCCCCCOCC(O)CO (stereo not given)
? | O=C(O)C1=C(CSc2nnnn2CS(=O)(=O)O)CS[C@@H]2[C@H](NC(=O)[C@H](O)c3ccccc3)C(=O)N12
-10% | CCN(CC)C(=O)c1cccc(-c2csc(C(C)(O)c3ccc(F)c(F)c3)n2)c1 (stereo not given)
2% | Cc1cc(C)cc(C(O)c2ncc(-c3ccc(F)cc3)[nH]2)c1 (stereo not given)
-16% | Cc1cc2nc(-c3ccc(Cl)cc3)c(Cc3cccc(F)c3)n2c(C)c1Br
-3% | COCCc1ccc(OC[C@H](O)CNC(C)C)cc1
-3% | CN(C)CCc1c[nH]c2ccc(CC3COC(=O)N3)cc12 (stereo not given)
2% | COc1cc([C@@H]2c3cc4c(cc3[C@@H](O[C@@H]3O[C@H]5CO[C@H](C)O[C@H]5[C@H](O)[C@@H]3O)[C@H]3COC(=O)[C@H]23)OCO4)cc(OC)c1OP(=O)(O)O
2% | Cc1c(O)cc2c(c1C)O[C@](C)(CCC[C@H](C)CCC[C@H](C)CCCC(C)C)CC2
8%[20 µM] | COc1cc(N[C@@H](C)CCCN)c2ncccc2c1
5% | C[C@@H]1C[C@H]2[C@H]3C[C@@H](F)C4=CC(=O)C=C[C@]4(C)[C@@]3(Cl)[C@@H](O)C[C@@]2(C)[C@@H]1C(=O)COC(=O)C(C)(C)C
-5% | CC(=O)OCC(=O)[C@@]12OC3(CCCC3)OC1CC1C3CCC4=CC(=O)C=C[C@@]4(C)[C@]3(F)C(O)C[C@]12C (stereo not given in full)
? | CN(C)c1ccc(O)c2c1C[C@@H]1C[C@H]3C(N(C)C)C(=O)C(C(N)=O)=C(O)[C@@]3(O)C(=O)C1=C2O (stereo not given in full)
-17% | O=P(O)(O)OP(=O)(O)OP(=O)(O)O
21% | CC[C@@H]1OC(=O)C[C@H](O)[C@@H](C)[C@@H](O[C@H]2O[C@@H](C)[C@H](O[C@@H]3C[C@](C)(O)[C@H](O)[C@@H](C)O3)[C@@H](N(C)C)[C@@H]2O)[C@@H](C=O)C[C@@H](C)C(=O)/C=C/C(C)=C[C@@H]1CO[C@H]1O[C@@H](C)[C@H](O)[C@H](OC)[C@@H]1OC

Given in CSV form: entries from further up.
SMILES,GLS inhibitor
O=P(O)(O)OC[C@H](O)CO,-1%
CCCCCCCCCCCCCCCCCCOCC(O)CO (stereo not given),-13%
O=C(O)C1=C(CSc2nnnn2CS(=O)(=O)O)CS[C@@H]2[C@H](NC(=O)[C@H](O)c3ccccc3)C(=O)N12,?
CCN(CC)C(=O)c1cccc(-c2csc(C(C)(O)c3ccc(F)c(F)c3)n2)c1 (stereo not given),-10%
Cc1cc(C)cc(C(O)c2ncc(-c3ccc(F)cc3)[nH]2)c1 (stereo not given),2%
Cc1cc2nc(-c3ccc(Cl)cc3)c(Cc3cccc(F)c3)n2c(C)c1Br,-16%
COCCc1ccc(OC[C@H](O)CNC(C)C)cc1,-3%
CN(C)CCc1c[nH]c2ccc(CC3COC(=O)N3)cc12 (stereo not given),-3%
COc1cc([C@@H]2c3cc4c(cc3[C@@H](O[C@@H]3O[C@H]5CO[C@H](C)O[C@H]5[C@H](O)[C@@H]3O)[C@H]3COC(=O)[C@H]23)OCO4)cc(OC)c1OP(=O)(O)O,2%
Cc1c(O)cc2c(c1C)O[C@](C)(CCC[C@H](C)CCC[C@H](C)CCCC(C)C)CC2,2%
COc1cc(N[C@@H](C)CCCN)c2ncccc2c1,8%[20 µM]
C[C@@H]1C[C@H]2[C@H]3C[C@@H](F)C4=CC(=O)C=C[C@]4(C)[C@@]3(Cl)[C@@H](O)C[C@@]2(C)[C@@H]1C(=O)COC(=O)C(C)(C)C,5%
CC(=O)OCC(=O)[C@@]12OC3(CCCC3)OC1CC1C3CCC4=CC(=O)C=C[C@@]4(C)[C@]3(F)C(O)C[C@]12C (stereo not given in full),-5%
CN(C)c1ccc(O)c2c1C[C@@H]1C[C@H]3C(N(C)C)C(=O)C(C(N)=O)=C(O)[C@@]3(O)C(=O)C1=C2O (stereo not given in full),?
O=P(O)(O)OP(=O)(O)OP(=O)(O)O,-17%
CC[C@@H]1OC(=O)C[C@H](O)[C@@H](C)[C@@H](O[C@H]2O[C@@H](C)[C@H](O[C@@H]3C[C@](C)(O)[C@H](O)[C@@H](C)O3)[C@@H](N(C)C)[C@@H]2O)[C@@H](C=O)C[C@@H](C)C(=O)/C=C/C(C)=C[C@@H]1CO[C@H]1O[C@@H](C)[C@H](O)[C@H](OC)[C@@H]1OC,21%

Carrying on.
GLS inhibitor | structure
17% | COc1cc(/C=C/C(=O)N2CCN(CC(=O)N3CCCC3)CC2)cc(OC)c1OC
0% | C[C@@H]1O[C@@]2(CS1)CN1CCC2CC1
16% | C=C(CC[C@@H](C)[C@H]1CCC2[C@]1(C)CC[C@]13C[C@@]14CCC(OC(=O)/C=C/c1ccc(O)c(OC)c1)C(C)(C)[C@@H]4CC[C@@]23C)C(C)C (stereo not given in full)
-2% | CCC(=O)O[C@@H](OP(=O)(CCCCc1ccccc1)CC(=O)N1C[C@H](C2CCCCC2)C[C@H]1C(=O)O)C(C)C (stereo not given in full)
-20% | CC(C)O
6% | COc1ccc(CN2CCC(C(=O)NC(C)c3cccc4ccccc34)CC2)cc1 (stereo not given)
-3%[20 µM] | CC[C@H]1NC(=O)c2cc(S(N)(=O)=O)c(Cl)cc2N1
56%[activator] | CCN(CC)Cc1cc(Oc2ccc(O)c(CN(CC)CC)c2)ccc1O
9% | O=NCc1ccc([N+](=O)[O-])o1
? | Cc1onc(-c2c(F)cccc2Cl)c1C(=O)NC1C(=O)N2C1SC(C)(C)C2C(=O)O (stereo not given)
3% | O=C(NC(c1ccc(Cl)cc1)c1cnccn1)C1CCN(CCCc2ccccc2)CC1 (stereo not given)
1% | Oc1cccc(O)c1
-2% | CN(CC1(C)CCCO1)S(=O)(=O)c1ccc(Cl)c(S(N)(=O)=O)c1 (stereo not given)
? | NC(=O)c1cc[n+](CC2=C(C(=O)O)N3C(=O)[C@@H](NC(=O)[C@H](c4ccccc4)S(=O)(=O)[O-])[C@@H]3SC2)cc1
11% | CN(C/C=C\c1ccccc1)Cc1cccc2ccccc12
2% | COc1ccccc1Cc1c(-c2ccc(C#N)cc2)nc2c(Cl)cc(C(F)(F)F)cn12
0% | OC[C@H]1O[C@H](OC/C=C/c2ccccc2)[C@H](O)[C@@H](O)[C@@H]1O
3% | O=C(NCc1cccc(C(F)(F)F)c1)c1[nH]c(C(F)(F)F)nc1-c1ccccc1
-12% | Nc1nc2cc(Cl)ccc2cc1C(=O)NCCCc1ccccc1
-12% | CC(C)=CCC/C(C)=C\CC/C(C)=C\CC/C(C)=C\CC1=C(C)C(=O)c2ccccc2C1=O
7% | CCCS(=O)(=O)NC(=O)C1(C)CCCN(C(=O)c2ccc3c(c2)OCO3)C1 (stereo not given)
0% | [O]=[Bi][O]C(=O)[O][Bi]=[O]
6% | CC(=O)[C@@]1(O)CC[C@H]2[C@@H]3C=C(Cl)C4=CC(=O)CC[C@]4(C)[C@H]3CC[C@@]21C
6% | COCCNC(=O)C1(C)CCN(Cc2noc(-c3c(C)noc3C)n2)C1 (stereo not given)
-21% | CC(C)=CCC/C(C)=C/C=C/C(C)=C/C=C/C(C)=C/C=C/C=C(C)/C=C/C=C(C)/C=C/C=C(\C)CCC=C(C)C
-1% | CO[C@@H]1[C@@H]([C@H](C)[C@@H]2O[C@@]3(CC[C@@](C)([C@H]4CC[C@@](C)([C@H]5O[C@H]([C@H]6O[C@](C)(O)[C@H](C)C[C@@H]6C)C[C@H]5O[C@H]5C[C@@H](OC)[C@H](OC)[C@@H](C)O5)O4)O3)C[C@@H](O)[C@@H]2C)O[C@@](O)(CC(=O)O)[C@H](C)[C@H]1OC
-8% | CCC(=O)O[C@@]1(C(=O)CCl)C(C)CC2C3CCC4=CC(=O)C=C[C@@]4(C)[C@]3(F)C(O)C[C@]21C (stereo not given in full)
-3% | CS(=O)(=O)Nc1cc2occ(NC=O)c(=O)c2cc1Oc1ccccc1
? | Cc1ccc(Cc2c(-c3ccco3)nc3ccc(Cl)cn23)cc1
12% | CN(CCOc1ccccc1)Cc1ccccc1
7%[20 µM] | C[C@@H](CN(C)C)CN1c2ccccc2CCc2ccccc21
5% | O=C(CCCCCCCCCCCCC1CCCC1)Nc1ccc(S(=O)(=O)c2ccc(NC(=O)CCCCCCCCCCCCC3CCCC3)cc2)cc1
1% | C[C@@H](C(=O)O)c1ccc(C2CCCCC2)c2ccccc12
13% | O=C(CN1CCCC1)Nc1nc(-c2ccc(Cl)cc2)cs1
-1% | Cc1ccc(S(=O)(=O)NC(=O)NC2CCCC2)cc1
4% | Cc1ccccn1
0% | Nc1ncnc2c1ncn2C1OCC(O)C1O (stereo not given)
2% | CCCC1([C@H](O)C/C=C/[C@H]2[C@H](O)CC(=O)[C@@H]2CCCCCCC(=O)OC)CCC1
2% | CC1Oc2ccc(C#N)cc2N(Cc2ccc(F)cc2)C1=O (stereo not given)
7% | CC1(C)[C@@H]2CC[C@]1(C)[C@@H](OC(=O)CSC#N)C2
-1% | C[N+]1(C)CCC(OC(=O)CC(O)(c2ccccc2)C2CCCC2)C1 (stereo not given)
3% | COc1ccc2c(C(=S)N(C)CC(=O)O)cccc2c1C(F)(F)F
14µM* | CC1(C)S[C@H]2C(NC(=O)[C@@H](N)c3ccc(O)cc3)C(=O)N2[C@@H]1C(=O)O (stereo not given in full)
3% | CC1(C)CC(N2CCOCC2)=CC(=S)N1
-1% | C[C@]12CCC(=O)C=C1CC[C@@H]1[C@@H]2[C@@H](O)C[C@@]2(C)[C@H]1CC[C@]2(O)C(=O)COP(=O)(O)O
-17% | O=C(O)COc1ccc(CCNS(=O)(=O)c2ccccc2)s1
4% | COCCNC(=O)C1(C)CCCN(Cc2ccc(OC)cc2)C1 (stereo not given)
2% | CCCC(=O)N1CCCN(c2nc(N)c3cc(OC)c(OC)cc3n2)CC1
0% | CC(C)=CCC/C(C)=C/CC/C(C)=C/CCC(=O)OC/C=C(\C)CCC=C(C)C
2% | CCCCCCCCCCCC(=O)N(CCO)CCO
-1% | C[C@@H](O)[C@H]1C(=O)N2C(C(=O)O)=C(S[C@@H]3CN[C@H](CNS(N)(=O)=O)C3)[C@H](C)[C@H]12
-5% | Cc1cccnc1C(NC(=O)C1CCN(Cc2ccc(Oc3ccccc3)cc2)CC1)c1ccccc1 (stereo not given)
-6% | CC(=O)NC(CCC(N)=O)C(=O)O (stereo not given)
-3% | CCc1nc2c(OCc3cccc(Cl)c3)cccn2c1N(C)C(=O)C(C)C
1% | O=C(O)CCc1nc2ccccc2[nH]1
-5% | Cc1ccc(/C=N/n2c(-c3ccccc3)csc2=S)cc1
-1% | Cc1c(N)nc([C@@H](CC(N)=O)NC[C@H](N)C(N)=O)nc1C(=O)N[C@H](C(=O)N[C@@H](C)[C@@H](O)[C@@H](C)C(=O)N[C@H](C(=O)NCCc1nc(-c2nc(C(=O)NCCCN[C@H](C)c3ccccc3)cs2)cs1)[C@H](C)O)[C@@H](O[C@H]1O[C@@H](CO)[C@H](O)[C@@H](O)[C@H]1O[C@H]1O[C@@H](CO)[C@@H](O)[C@H](OC(N)=O)[C@H]1O)c1cnc[nH]1
7% | O=P(O)(O)C(Sc1ccc(Cl)cc1)P(=O)(O)O
-5%&2% | O=C(Cn1cnnn1)N[C@@H]1C(=O)N2C(C(=O)O)=C(CSc3nncs3)CS[C@H]12
-13% | CCCCC(C)(O)C/C=C/[C@H]1[C@H](O)CC(=O)[C@@H]1CCCCCCC(=O)OC (stereo not given in full)

Following part.
GLS inhibitor | structure
9%[20 µM] | CC(C)NC[C@H]1CCc2cc(CO)c([N+](=O)[O-])cc2N1
-2% | CC1(Cc2cc(Cl)ccc2C(F)(F)F)C(=O)Nc2ccc(OC(F)(F)F)cc21 (stereo not given)
5% | CC(=O)Nc1ccc(NC(=S)NC(=O)c2ccc(C(C)(C)C)cc2)cc1
0% | CCC(c1nnnn1-c1c(C)cccc1C)N1CCN(c2ccc(C(F)(F)F)cc2[N+](=O)[O-])CC1 (stereo not given)
